AID inhibitor: Primary qHTS assay for inhibitors of Activation Induced Cytidine Deaminase (AID): AID signal | Single-stranded DNA cytosine deaminase (Homo sapiens), Q9GZX7 | AID deamination FRET fluorescence, UDG-coupled, 4 h | 0.32% of 91,000 active | Potency, µM (highest dose often 115 µM), inactives show at the top dose activity change, negative = inhibition, hits mostly inhibitors; also: nearly all actives have a fitted effect of over 25% in size
Target sequence (Q9GZX7 whole entry, looked up): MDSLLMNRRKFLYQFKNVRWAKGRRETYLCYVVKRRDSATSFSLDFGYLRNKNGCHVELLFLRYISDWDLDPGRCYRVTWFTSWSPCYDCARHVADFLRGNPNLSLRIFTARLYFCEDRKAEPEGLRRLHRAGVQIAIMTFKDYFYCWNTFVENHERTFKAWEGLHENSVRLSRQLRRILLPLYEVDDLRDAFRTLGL
UDG counterscr: Primary qHTS assay for inhibitors of Activation Induced Cytidine Deaminase (AID): UDG Counterscreen signal; Uracil-DNA glycosylase; FRET deamination/UDG coupled assay, UDG read, 4 h; Potency, µM (top dose mostly 115 µM), for inactives: at the highest dose activity change, negative = inhibition, usual class: inhibitors; 0.14% of 91,000 active; AID 1347430, 2020; also: nearly all actives have a fitted effect of over 65% in size
The depositor's hits bear a star; ? = inconclusive; [ ] = remark or other dose. Calls follow the shape of the dose curve; as a rule, active = well fitted curve in the direction sought with a large enough effect; inconclusive = small, poorly fitted or top-dose-only effect, or another doubt; inactive = no such curve, though single readings can be large; an effect the other way counts as inactive or inconclusive. % is scaled to controls: 0 for no effect and ±100 for the full control effect; potency is read from the fitted curve at half-maximal effect. These rows are one share of the data, so the mix of outcomes need not match the whole.

SMILES	AID inhibitor	UDG counterscr
Cc1ccccc1CN1C(=O)C(O)(c2c[nH]c3ccccc23)c2cc(Cl)ccc21 (stereo not drawn)	-16.0%	-8.5%
CN(C)S(=O)(=O)c1ccc(C(=O)Nc2ccc(-n3nncc3-c3ccccc3)cc2)cc1	3.7%	-0.1%
COc1ccc(CNC(=O)CCNS(=O)(=O)c2cccc3nsnc23)cc1	-23.3%	0.2%
CCOc1ccc(-n2ccnc2SCC(=O)Nc2nc3ccc(C)cc3s2)cc1	1.2%	4.4%
Cc1ccc2c(c1)-c1ccccc1C2=O	-4.2%	-0.7%
Cc1ccc(-n2ncc3c(N4CCCCC4)ncnc32)cc1Cl	-5.1%	25.0%
CCOC(=O)NC(C(=O)OCC)(c1ccc(F)cc1)C(F)(F)F (stereo not drawn)	0.5%	3.0%
CC(C)Oc1ccc(C(CCN)C2CCCCC2)cc1 (stereo not drawn)	-4.9%	-3.6%
Cc1nc(COc2ccc(C(=O)N3CCN(C4CCS(=O)(=O)C4)CC3)cc2)cs1 (stereo not drawn)	8.2%	3.6%
Cc1cc(C)cc(N2C(=O)CSC23C(=O)N(CC(=O)NCCc2ccccc2)c2ccccc23)c1 (stereo not drawn)	?	-15.3%
O=C(OCC1CCCO1)c1ccc2c(c1)N(Cc1ccccc1Cl)C(=O)c1ccccc1S2(=O)=O (stereo not drawn)	-4.6%	0.0%
COc1ccc(OC)c(NC(=O)C(CC(C)C)N2Cc3ccccc3C2=O)c1 (stereo not drawn)	2.0%	-15.4%
CCOC(=O)Cn1c(=O)n(CC2CCCO2)c2nc(-c3ccc(OC)cc3OC)nc(C(N)=O)c21 (stereo not drawn)	-22.7%	-2.3%
CC(C)(C)NC(=O)/C(C#N)=C\c1ccc(OC(F)F)cc1	3.4%	4.9%
Cc1nc(C)c(C(=O)C2=C(O)C(=O)N(CCCN(C)C)C2c2ccco2)s1 (stereo not drawn)	37.0%[activator]	2.4%
CCOc1ccc(C(=O)NC(C(=O)NOC)C(C)C)cc1 (stereo not drawn)	-8.6%	-11.0%
COc1ccc2c(c1)c1c(c(=O)n(Cc3ccccc3)c(=O)n1Cc1cc(C)ccc1C)n2C	10.1%	17.7%
CN(C)C(=O)c1ccc(NCC(=O)N2N=C(c3ccc(Cl)cc3)CC2c2ccco2)cc1 (stereo not drawn)	-10.3%	-4.4%
CCCOc1ccc(C(=O)N(Cc2ccc(Cl)cc2)Cc2ccco2)cc1	?	-11.9%
CCOC(=O)Cn1nc(C2CC2)c2c(C(F)F)cc(-c3cnn(C)c3C)nc21	-8.9%	-0.1%
Cc1cc(C)c(Cn2c3ccccc3c3cnn(CC(=O)NCc4cccs4)c(=O)c32)c(C)c1	2.9%	6.0%
Cc1ccc(CSc2nc3ccc(NC(=O)COc4ccccc4F)cc3s2)cc1	-7.2%	22.1%
C/C=C/CN(Cc1ccco1)Cc1cccs1	2.6%	-3.2%
COc1ccc(CC(=O)Oc2ccc3cc(Br)ccc3c2)cc1OC	12.8%	-1.4%
CC(CNC(=O)c1n[nH]c(=O)c2ccccc12)(c1ccccc1)c1ccccc1	0.2%	-3.5%
Cn1c(=O)c2ccccc2n2c(CCC(=O)N3CCN(c4cccc(Cl)c4)CC3)nnc12	-0.9%	-7.8%
Cc1cccc(NC(=O)Nc2ccc(Br)cc2)n1	-0.9%	-6.3%
CCCc1ccc(OCCN)cc1	4.5%	8.0%
O=C(COC(=O)c1cc2ccccc2[nH]1)c1ccc[nH]1	3.2%	-13.5%
Cc1ccc(-c2nn(CCC(=O)Nc3ccc(Cl)c(Cl)c3)c(=O)c3ccccc23)cc1	-17.0%	13.0%
O=C(O)c1cc2ccccc2s1	9.4%	-1.1%
O=C(Nc1sc2c(c1C(=O)Nc1cccc(Cl)c1)CCCC2)c1cccs1	5.4%	-7.1%
Cc1c(Cl)cccc1-n1c(CCC(=O)O)ccc1-c1cccs1	-7.7%	2.0%
CC(CNC(=O)Cn1ncc2c3ccccc3n(Cc3cccc(Cl)c3)c2c1=O)c1ccccc1 (stereo not drawn)	1.5%	3.8%
N/C(=N\c1nc2ccccc2o1)NC(=O)c1cccc(Br)c1	6.5%	5.3%
Cc1cc(C)n2c(Nc3ccc(Cl)cc3)c(-c3ccsc3)nc2n1	11.4%	1.2%

Compound profiles, as listed above:
Cc1c(Cl)cccc1-n1c(CCC(=O)O)ccc1-c1cccs1 in the list: AID inhibitor: -7.7%; UDG counterscr: 2.0%
CC(CNC(=O)c1n[nH]c(=O)c2ccccc12)(c1ccccc1)c1ccccc1 in the list: AID inhibitor: 0.2%; UDG counterscr: -3.5%

Remaining list, next part
SMILES	AID inhibitor	UDG counterscr
COc1cc(NC(=O)c2nc3ccccc3nc2C)cc(OC)c1OC	16.0%	-0.2%
CC(=O)N1CCc2cc(CNC(=O)c3ccccc3Br)ccc21	8.4%	0.8%
COc1cc(/C=N/O)ccc1OC(F)F	0.7%	3.8%
CCc1cccc(C)c1NC(=O)CCCN1C(=O)C(c2ccccc2)Oc2cccnc21 (stereo not drawn)	10.8%	1.7%
COc1ccc(CNC(=O)c2cnc3sc4cc(OC)ccc4n3c2=O)cc1	-23.6%	9.4%
CCOc1ccc(-c2cc(C(=O)NCCc3ccc(OC)c(OC)c3)[nH]n2)cc1	0.0%	21.3%
CCn1nc(C(=O)Nc2cccc(S(=O)(=O)NC3=NCCC3)c2)c2ccccc2c1=O	-10.4%	-4.7%
CC(C)c1cnc2c(c1SCC(=O)Nc1cccc(F)c1)c(=O)n(C)c(=O)n2C	-1.1%	9.5%[57.5 µM]
CCOc1ccc(S(=O)(=O)N(CC)CC(=O)NC2CC2)cc1Cl	6.2%	7.1%
FC(F)(F)c1cccc(N/N=C/c2cccs2)c1	-15.8%	-12.1%
N#Cc1ccc(N2CCN(CCCOCC(F)(F)F)CC2)c([N+](=O)[O-])c1	-2.9%	4.9%
CCOc1cc(/C=C/C(=O)c2ccc(OC)c(Br)c2)ccc1OC	16.1%	6.9%
CCOC(=O)C(NC(=O)C(C)Oc1ccc(Cl)cc1Cl)C(=O)OCC (stereo not drawn)	-2.1%	-1.4%
CSc1ncc(Cl)c(C(=O)N(Cc2ccc(C(C)C)cc2)C2CCS(=O)(=O)C2)n1 (stereo not drawn)	-24.7%	?
COc1ccc(NCc2cc3cc4c(cc3n(CC(=O)Nc3ccc(F)cc3)c2=O)OCCO4)cc1	-4.9%	-4.8%
CC(=O)N/C(=C/c1cccnc1)C(=O)O	-15.1%	-13.8%
Cc1c(-c2cccc(Cl)c2)nn2c1NC(=O)CC2C(=O)Nc1ccc2c(c1)OCO2 (stereo not drawn)	-2.2%	-0.8%
Cc1cc(C(=O)N2CCCCCC2)cc(S(=O)(=O)N2CCC(C)CC2)c1C	-12.0%	-13.5%
CS(=O)(=O)CC[C@@H](C(=O)NCCc1ccccc1)N1Cc2ccccc2C1=O	12.6%	-13.3%
CCOC(=O)CNC(=O)N1CCN(c2nnc(C)c3c(C)n(-c4ccc(Cl)cc4)nc23)CC1	11.5%	-2.0%
Cc1cc(OCC(=O)OCCCC(=O)c2ccc(F)cc2)ccc1Cl	-6.0%	3.7%
CCn1c(CN2CCN(c3cccc(Cl)c3)CC2)nc2c1c(=O)[nH]c(=O)n2C	-27.4%	-0.5%
CC(C)CC1NC(=O)N(Cc2cc(F)cc3cccnc23)C1=O (stereo not drawn)	-4.1%	-5.3%
COc1ccccc1N(CC(O)Cn1cnc2ccccc21)S(=O)(=O)c1ccc(C)cc1 (stereo not drawn)	-18.3%	-7.0%
NC(Cc1ccccc1)(Cc1ccccc1)C(=O)O	4.9%	9.8%
Cc1ccc2nc(-c3ccc(Cl)c(NC(=O)c4cccc([N+](=O)[O-])c4C)c3)oc2c1	33.2%[activator]	3.0%
CC(=O)N1CCCc2cc(S(=O)(=O)N3CCCC(C(=O)NCc4ccccc4Cl)C3)ccc21 (stereo not drawn)	-13.7%	7.3%
CCN(CC)CCNc1nc(C23CC4CC(CC(C4)C2)C3)cs1	-5.5%	-1.6%
Cc1cc(C)c(NC(=O)CSc2nncn3c2cc2oc(C)cc23)c(C)c1	14.8%	8.1%
CCOCCCNC(=O)N1CCN(S(=O)(=O)c2ccc3c(ccn3C)c2)CC1	0.0%	6.6%
CSc1cccc(NC(=O)Cn2nc(C)c3sc4ccccc4c3c2=O)c1	30.4%[activator]	6.3%
NS(=O)(=O)c1cccs1	-2.1%	3.1%
O=C(Nc1ccc2c(c1)OCCO2)N1c2ccccc2Sc2ccccc21	-8.7%	-7.8%
Cn1nc(C(=O)OCC(=O)c2ccc(OC(F)F)cc2)c2ccccc2c1=O	-3.6%	-12.8%
Cc1ccc2nc(Cl)c3cc(C(=O)NC4CCCC4)sc3c2c1	-7.0%	0.6%
Cc1ccc(C)c(NC(=O)CSc2nnc(NC(=O)Nc3ccccc3)s2)c1	11.8%	-0.6%
Cc1nc(N=Nc2cc(S(=O)(=O)O)c3cc([N+](=O)[O-])cc(S(=O)(=O)O)c3c2)c(COP(=O)(O)O)c(C=O)c1O	-4.3%	5.4%
O=C(O)c1c(CNCc2cccc(F)c2)c2ccccc2n1Cc1ccccc1	0.0%	6.4%
C/C=C/C=C/C(=O)NC1CCCc2ccccc21 (stereo not drawn)	-3.6%	-6.4%
Cc1cc(C(C)(C)C)cc(C)c1CC1=NCCN1	3.8%	13.1%
CN(C)c1ccc(NC(=O)C2(c3cccs3)CCOCC2)cc1	35.6%[activator]	-3.6%
Cc1ccc(CSCC(=O)N2CCN(c3ccccc3F)CC2)cc1	-6.1%	-0.1%[57.5 µM]
O=C(Cc1cccc(F)c1)Nc1ccccc1C(F)(F)F	2.4%	-6.2%
C=CCNc1nc(C(=O)OCC(=O)c2cc(C)n(C3CC3)c2C)cs1	6.3%	-7.8%
CCCn1c(N)c(-c2csc(Nc3ccc(F)cc3)n2)c(=O)n(C)c1=O	7.5%	4.7%
O=C(NCCS(=O)(=O)N1CCN(c2ccccc2F)CC1)c1cc(=O)c2ccccc2o1	12.6%	0.7%
CC(NC(=O)c1cc2ccccc2oc1=O)c1cccs1 (stereo not drawn)	-3.2%	10.4%
COc1ccc(C(=O)N2CCC(c3nc(-c4ccc(S(=O)(=O)N5CCCC5)cc4)no3)CC2)cc1	-17.5%	-9.1%
CCOc1ccc(C(C)=O)cc1COC(=O)c1cc(Cl)c(OC)c(OC)c1	-11.9%	-10.9%
CC(C)(C)c1nc2c3cnn(-c4ccc(F)cc4)c3ncn2n1	2.1%	5.2%
COc1ccc(N2CCN(C(=O)CN3CCSc4ccccc43)CC2)cc1	-3.5%	6.6%
CCn1c(-n2nc(C)cc2C)nc2c1c(=O)n(Cc1ccc(F)cc1)c(=O)n2C	3.5%	5.1%
O=C(Nc1ccc2nc3n(c(=O)c2c1)CCCCC3)c1cccc(C(F)(F)F)c1	-7.1%	-10.3%
O=C(CSc1nc2nccnc2c(=O)n1CCc1c[nH]c2ccccc12)Nc1ccccc1	21.6%	-0.7%
Cc1ccc(C)c(OCc2ccc(-c3nc(C#N)c(NC(C)C)o3)o2)c1	?	70.8µM*
N#Cc1ccccc1OC(=O)/C=C/c1ccco1	-30.1%	-10.3%

Entries listed so far that have a thiophene ring, fused or not, in the order listed:
SMILES	AID inhibitor	UDG counterscr
Cc1cc(C)c(Cn2c3ccccc3c3cnn(CC(=O)NCc4cccs4)c(=O)c32)c(C)c1	2.9%	6.0%
C/C=C/CN(Cc1ccco1)Cc1cccs1	2.6%	-3.2%
O=C(O)c1cc2ccccc2s1	9.4%	-1.1%
O=C(Nc1sc2c(c1C(=O)Nc1cccc(Cl)c1)CCCC2)c1cccs1	5.4%	-7.1%
Cc1c(Cl)cccc1-n1c(CCC(=O)O)ccc1-c1cccs1	-7.7%	2.0%
Cc1cc(C)n2c(Nc3ccc(Cl)cc3)c(-c3ccsc3)nc2n1	11.4%	1.2%
FC(F)(F)c1cccc(N/N=C/c2cccs2)c1	-15.8%	-12.1%
CSc1cccc(NC(=O)Cn2nc(C)c3sc4ccccc4c3c2=O)c1	30.4%[activator]	6.3%
NS(=O)(=O)c1cccs1	-2.1%	3.1%
Cc1ccc2nc(Cl)c3cc(C(=O)NC4CCCC4)sc3c2c1	-7.0%	0.6%
CN(C)c1ccc(NC(=O)C2(c3cccs3)CCOCC2)cc1	35.6%[activator]	-3.6%
CC(NC(=O)c1cc2ccccc2oc1=O)c1cccs1 (stereo not drawn)	-3.2%	10.4%
